HRas wt GTP: modulators of GTP binding to HRas wildtype, primary screen, biochemical, bead-based flow cytometry, multiplex; GTPase HRas (Homo sapiens), P01112; GST-Ras wt beads, Bodipy-FL-GTP binding; actives lie on both sides; GTP binding activity, % at 10 µM; 190,000 compounds, 0.14% hits;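 active = GTP binding activity at least 20% away from the 100% baseline, either lowered as inhibitor or raised as activator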;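 note: 0% = unlabeled GTP competition control and 100% = no-compound control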
Target sequence (P01112 whole entry, looked up): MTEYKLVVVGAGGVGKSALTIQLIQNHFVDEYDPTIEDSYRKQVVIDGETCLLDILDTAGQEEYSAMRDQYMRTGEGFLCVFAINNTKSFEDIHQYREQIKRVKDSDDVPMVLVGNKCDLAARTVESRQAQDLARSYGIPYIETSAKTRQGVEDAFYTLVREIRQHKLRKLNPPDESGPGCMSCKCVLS
Rac1 mut GTP: GTP binding modulators of activated mutant Rac1, primary screen, biochemical, bead-based flow cytometry, multiplex, fluorescent GTP | Ras-related C3 botulinum toxin substrate 1 (Homo sapiens), P63000 | GST-Rac1 activated beads; actives lie on both sides; 100% means binding = to untreated wells | 190,000 compounds, 0.11% hits | AID 764, 2007 | percent activity (GTP binding), % at 10 µM;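 active = GTP binding at least 20 percentage points away from the 100% baseline, in either direction, so actives lie on both sides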
Rab7 wt GTP bind: modulators of GTP binding to Rab7, primary screen, biochemical, wildtype, multiplex bead flow cytometry | Rab7 GTPase wild type (dog), Bodipy-FL-GTP binding | GST-Rab7 beads, fluorescent GTP binding; actives lie on both sides; untreated = 100%, excess cold GTP = 0% | GTP binding activity (percent of control), % at 10 µM | 190,000 compounds, 0.055% hits;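 active = fluorescent GTP binding to Rab7 beads changed by at least 20 points from the 100% baseline, either direction, mostly lower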;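 note: median green fluorescence of bound Bodipy-FL-GTP per Rab7 bead population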
Cdc42 wt GTP: modulators of GTP binding to wildtype Cdc42, primary screen, biochemical, multiplex bead flow cytometry, Bodipy-GTP; AID 761, 2007; 190,000 compounds, 0.2% hits; GST-Cdc42 beads; actives lie on both sides; percent activity (GTP binding), % at 10 µM;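 active = percent activity GTP binding at least 20 points away from the 100% baseline, either down as inhibitor or up as activator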;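 note: median bead fluorescence of bound Bodipy-FL-GTP at 100 nM; 0% = excess unlabeled GTP control and 100% = no compound control; below 100% means less GTP binding so inhibitor and above means activator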
Target sequence (P60953 whole entry, looked up): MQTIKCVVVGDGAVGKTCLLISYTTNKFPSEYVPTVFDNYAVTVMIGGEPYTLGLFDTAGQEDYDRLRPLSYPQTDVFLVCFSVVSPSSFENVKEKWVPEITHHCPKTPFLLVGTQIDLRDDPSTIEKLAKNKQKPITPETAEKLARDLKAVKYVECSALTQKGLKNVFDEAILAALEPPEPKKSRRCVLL
Avidin bead fluor: green autofluorescence of compounds with avidin beads – biophysical, 488/530 nm, flow cytometry, artefact control, profiling panel. compound fluorescence 488/530 nm; active compounds read high. fluorescence (KMESF) at 10 µM. 220,000 compounds, 0.38% hits. AID 1775, 2009; in the data active = fluorescence above about 47; note: inactives centre near 10
Bim-Mcl-1: inhibitors of Bim peptide binding to Mcl-1, primary screen, biochemical, bead-based flow cytometry, multiplex; inhibition, % at 10 µM; Bim peptide-Mcl-1 binding; 190,000 compounds, 0.1% hits; in the data active = inhibition above about 40%;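 note: 0% = no compound tracer wells and 100% = peptide blocker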
Target sequence (Q07820 whole entry, looked up): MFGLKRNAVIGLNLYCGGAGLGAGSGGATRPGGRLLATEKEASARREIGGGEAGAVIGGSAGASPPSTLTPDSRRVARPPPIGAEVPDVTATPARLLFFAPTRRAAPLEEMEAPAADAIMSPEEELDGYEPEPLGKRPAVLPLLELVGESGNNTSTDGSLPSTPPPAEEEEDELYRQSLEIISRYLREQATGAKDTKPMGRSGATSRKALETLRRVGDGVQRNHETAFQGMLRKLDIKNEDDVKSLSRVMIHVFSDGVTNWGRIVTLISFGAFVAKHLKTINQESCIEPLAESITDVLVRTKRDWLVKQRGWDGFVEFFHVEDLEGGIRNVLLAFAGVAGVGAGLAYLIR
Mcl1-Bid inh: Mcl-1/Bid binding inhibitors, primary screen, biochemical, TR-FRET, 1536-well; 220,000 compounds, 0.97% hits; TR-FRET Mcl-1/Bid-Dy647 peptide binding; AID 1021, 2008; Induced myeloid leukemia cell differentiation protein Mcl-1 (Homo sapiens), Q07820; inhibition, % at 21.7 µM;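 active = compounds that cut the binding signal by more than half at the single screening dose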;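 note: His-tagged Mcl-1 with europium anti-His antibody binding Bid BH3 peptide; 0% = Mcl-1 plus peptide wells and 100% = peptide-only wells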
Pf gametocyte: late stage P. falciparum gametocyte viability inhibitors, primary screen, ATP luminescence, HTS. inhibition, % at 10.9 µM. P. falciparum stage V gametocytes, 24 h. 150,000 compounds, 0.065% hits. AID 743093, 2013;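 active = inhibition above the mean plus 3 SD of compounds within the control limits, set per campaign, cut at about 38% in these data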;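 note: 0% = DMSO wells and 100% = medium only without gametocytes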
Mcl1 Noxa PPI: Mcl-1/Noxa binding inhibitors, primary screen, biochemical, TR-FRET, 1536-well | Induced myeloid leukemia cell differentiation protein Mcl-1 (Homo sapiens), Q07820 | TR-FRET Mcl-1/Noxa peptide binding, 2 h | inhibition, % at 21.7 µM | 220,000 compounds, 1.5% hits | AID 1022, 2008;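 active = compounds that cut the protein-peptide binding signal by more than 50% relative to plate controls in a single-dose test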;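 note: His-tagged Mcl-1 with rhodamine Noxa BH3 peptide and terbium anti-His antibody; 0% = Mcl-1 plus Noxa peptide wells and 100% = peptide-only wells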
Rac1 wt modul: wildtype Rac1 GTP binding modulators, primary screen, biochemical, GST-Rac1 beads, flow cytometry, multiplex | fluorescent GTP binding; actives lie on both sides; 0 = cold GTP competed, 100 = untreated | GTP binding activity (% of control), % at 10 µM | 190,000 compounds, 0.27% hits | AID 757, 2007;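 active = GTP binding activity at least 20 points away from the 100% control level, either lower or higher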
Rab2A wt mod: modulators of GTP binding to Rab2A wildtype, primary screen, biochemical, dog, bead-based flow cytometry, multiplex | GST-Rab2 wt beads, Bodipy-GTP binding | GTP binding activity, % at 10 µM | 190,000 compounds, 0.19% hits;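 active = GTP binding activity at least 20 points away from 100%, either lowered or raised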;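 note: 0% = beads with excess unlabeled GTP and 100% = no-compound control corrected for plate trend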
* marks the source's active call; other numbers are inactive results; / = no result given.

SMILES	HRas wt GTP	Rac1 mut GTP	Rab7 wt GTP bind	Cdc42 wt GTP	Avidin bead fluor	Bim-Mcl-1	Mcl1-Bid inh	Pf gametocyte	Mcl1 Noxa PPI	Rac1 wt modul	Rab2A wt mod
CCN1CCN(C(c2cccs2)C(C)NS(=O)(=O)c2ccc(F)cc2)CC1 (configuration not stated)	103	98	105	102	8	0	-16	/	-1	106	102
COc1ccccc1-n1nc(C)c(-c2ccccc2)c1N	99	99	104	100	12	-2	-52	7	-18	103	102
COc1ccccc1C(c1nnnn1C(C)(C)C)N1CCN(Cc2ccncc2)CC1 (configuration not stated)	101	99	105	102	11	1	44	/	4	103	101
N#CCC(=N)N1CCN(c2cccc(Cl)c2)CC1	98	94	97	96	14	1	-13	16	13	94	97
O=C(COc1ccc2oc(-c3ccco3)cc(=O)c2c1)N1CCCCC1	99	95	109	97	4	-2	-8	-34	5	98	99
O=c1[nH]cnc2c1c(-c1ccccc1)cn2-c1ccc(F)cc1	98	100	100	102	10	-3	-30	11	5	107	95
O=C(Nc1ccc(Cc2ccc(NC(=O)C3CC3)c(O)c2)cc1O)C1CC1	99	94	99	98	12	-2	-26	-5	6	99	98
Brc1cccc(/C=N\n2cnnc2)c1	97	97	93	99	13	0	-11	15	10	98	95
N#Cc1ccccc1/C=N/Nc1nc(-c2ccccc2)c2cc(Br)ccc2n1	105	102	101	109	24	1	10	/	18	109	100
O=C(COc1cc(F)ccc1[N+](=O)[O-])Nc1cccc(Br)c1	101	98	111	99	10	-2	-12	-18	17	103	102
Cc1ccc(S(=O)(=O)N2CCC(NC(=O)c3ccccc3)CC2)cc1	97	97	100	96	13	-1	-10	/	20	98	96
Clc1ccc(OCc2cc(-c3ccccc3)no2)c(Cl)c1	96	93	93	95	35	-2	-20	/	1	94	92
COc1ccnc(CSC(N)=Nc2ccc(F)cc2)c1	101	96	100	101	22	0	21	/	36	106	97
CC(=O)c1cccc(NC(=O)c2cc(-c3ccc(F)cc3)on2)c1	99	100	95	101	14	0	-8	/	8	105	98
O=C(N/C(=C/c1cccs1)C(=O)N1CCOCC1)c1ccccc1	99	99	102	100	22	0	-19	-5	0	101	100
S=c1[nH]nc(-c2ccco2)n1/N=C/c1ccc(Cl)cc1	90	91	89	91	8	0	-5	4	27	92	89
CCN(C(=O)CSc1nnc(Nc2ccccc2)s1)C1CCS(=O)(=O)C1 (configuration not stated)	96	94	101	94	10	5	-13	9	-2	95	96
O=C(Nc1ccccc1)N(C1=NCCC1)c1ccc(OC(F)F)cc1	103	99	100	102	14	3	-8	/	13	103	100
COc1cccc(/C=N/NC(=O)CN(C2=NS(=O)(=O)c3ccccc32)c2ccccc2)c1	100	99	100	99	13	0	10	7	10	102	101
O=C(c1c(F)cccc1F)N1CCCC1	98	97	98	100	6	-3	-55	-16	-6	100	100
CCC(c1nnnn1CCOC)N(Cc1cc2c(C)cc(C)cc2[nH]c1=O)CC1CCCO1 (configuration not stated)	93	94	95	93	13	-2	-9	/	2	90	92
O=S(=O)(Nc1nc2ccccc2nc1NCc1ccco1)c1cccs1	91	90	95	88	25	3	9	/	20	91	91
Cc1c(-c2ccccc2)sc(Br)c1C(=O)N1CCOCC1	100	95	98	100	18	0	-4	/	18	98	99
COc1ccc(C(CC(=O)O)NC(=O)COc2cc(C)ccc2C)cc1OC (configuration not stated)	98	93	96	96	5	0	-20	-18	12	99	96
O=C(O)CC(C(=O)N(c1ccccc1)c1ccccc1)N1CCOCC1 (configuration not stated)	101	99	97	105	26	0	-42	/	-19	105	99
COc1ccccc1CNC(=O)c1cnccn1	99	97	96	101	12	2	-53	/	68*	100	96
Clc1ss/c(=N\c2ccccn2)c1Cl	95	94	91	93	10	11	-18	-14	41	95	95
FC(F)(F)c1cc(N2CCOCC2)nc(-c2ccccc2)n1	103	98	101	101	1	-3	3	/	6	104	101
Cc1ccc2oc(-c3cccc(NC(=O)c4ccc(Br)o4)c3)nc2c1	92	87	95	87	3	-3	13	/	17	89	87
Nc1ccc(O)c2c(=O)cc(-c3ccccc3Cl)oc12	99	96	99	99	10	1	-13	-2	29	98	96
CC1=CC(=O)[C@H]2C(C)(C)CCC[C@]2(C)[C@@]1(O)CO	99	97	102	96	7	-3	7	/	6	98	100
N/C(Cc1ccc([N+](=O)[O-])cc1)=N\OC(=O)Cc1ccccc1	97	99	99	96	14	2	-2	/	14	99	99
COC(=O)C1=NN[C@H](C(=O)OC(C)(C)C)[C@H]1c1ccccc1	102	98	106	100	6	-4	-7	17	6	105	102
O=C(Nc1ccc2oc(-c3ccccc3)nc2c1)c1cc(-n2cnnc2)ccc1Cl	96	97	96	96	21	-1	-10	-12	26	105	98
CC(C)CSc1nc2ccccc2[nH]1	97	95	95	94	8	-6	-23	3	11	97	96
Cc1cc(N(C)C)ccc1[N+](=O)[O-]	99	99	99	102	5	0	-53	4	-9	100	99
S=C(NCCCc1ccccc1)Nc1ccccc1Cl	101	99	98	100	0	-2	-36	5	13	102	100
CCOc1ccc(-n2c(SCc3nc(-c4ccc(C)cc4)no3)nnc2-c2ccncc2)cc1	100	100	100	103	4	0	-11	/	-4	105	99
COc1ccc(OC)c(NC(=O)COc2ccc(S(=O)(=O)NC(C)C)cc2)c1	103	100	104	104	30	0	-4	/	10	106	102
O=C1CC(=O)N2N=C(c3ccc([N+](=O)[O-])cc3)SC2=N1	93	98	99	98	4	0	-7	12	20	96	93
CCCOC(=O)c1ccc(NC(=O)C2CCCO2)cc1 (configuration not stated)	107	103	109	107	19	0	-9	/	12	104	108
CCOC(=O)c1ccc(-n2[nH]c(-c3ccccc3)cc2=O)cc1	96	95	94	96	14	0	-22	-5	14	100	95
O=C(Nc1cccc(Cl)c1Cl)c1cc(S(=O)(=O)NCCc2ccccc2)ccc1F	98	91	103	97	5	-3	-4	/	15	99	98
Cc1cc(C)nc(-n2nc(C)cc2Nc2ccccc2)n1	97	94	99	96	10	8	-14	21	16	97	97
Cc1ccccc1-c1nnc(SCCOc2ccc3c(C)cc(=O)oc3c2)o1	99	98	96	99	7	1	-19	/	-8	101	97
O=C(COC(=O)Cn1cnc2ccccc21)Nc1cccc(S(=O)(=O)N2CCOCC2)c1	101	97	101	103	7	0	-26	12	6	101	101
CC(=O)c1ccc(-c2cccs2)s1	96	96	102	96	11	1	4	1	18	98	98
O=C(Oc1ccccc1)N1CCN(c2ccc(F)cc2)CC1	98	100	97	100	16	-1	-15	/	-3	100	98
Clc1ccc(COc2ccccn2)cc1Cl	101	99	97	102	10	-2	-34	-35	-4	100	102
CC(=O)N(C)c1ccc(NC(=O)C(F)(F)F)cc1	100	100	100	100	7	0	-3	-3	-6	103	99

Continued; it opens with the 2 that closed the last part.
SMILES	HRas wt GTP	Rac1 mut GTP	Rab7 wt GTP bind	Cdc42 wt GTP	Avidin bead fluor	Bim-Mcl-1	Mcl1-Bid inh	Pf gametocyte	Mcl1 Noxa PPI	Rac1 wt modul	Rab2A wt mod
Clc1ccc(COc2ccccn2)cc1Cl	101	99	97	102	10	-2	-34	-35	-4	100	102
CC(=O)N(C)c1ccc(NC(=O)C(F)(F)F)cc1	100	100	100	100	7	0	-3	-3	-6	103	99
Cc1ccc(NCc2nnc(SCCN3CCCCC3)n2CC2CCCO2)cc1Cl (configuration not stated)	101	95	100	101	16	-1	-20	/	20	101	101
COc1ccc2c(CCNC(=O)c3ccco3)c[nH]c2c1	100	97	100	99	14	-6	-34	-9	15	100	100
CN(C)c1ccc([N+](=O)[O-])cc1C(=O)O	96	99	95	95	6	-9	-1	23	19	95	98
COc1cccc(N2C(C(C)=O)=NN(c3ccccc3)C2c2ccc(N3CCOCC3)cc2)c1 (configuration not stated)	103	103	105	101	6	0	-91	/	10	103	101
O=C(NC(C(=O)N/N=C/c1cccc2ccccc12)c1n[nH]c(=O)c2ccccc12)c1ccccc1 (configuration not stated)	99	97	98	100	16	-5	-11	/	6	101	98
COc1ccccc1N1CCN(C(=O)Nc2ccc([N+](=O)[O-])cc2)CC1	99	102	103	101	6	4	-11	0	8	101	100
Cc1cc(C)c2nc(NNC(=O)c3ccc(S(=O)(=O)N4CCc5ccccc5C4)cc3)sc2c1	102	96	100	103	5	-1	-41	/	-46	106	99
CCOC(=O)c1cnc(SC)nc1N1CCCC1	98	98	100	91	9	0	-16	-5	-15	96	98
CC(C(=O)Nc1ccc2c(c1)OCCO2)N1CCN(C(=O)c2ccco2)CC1 (configuration not stated)	98	96	94	98	4	1	-50	5	7	98	98
COc1cc(/C=N/NC(=O)c2ccncc2)ccc1Oc1ccc([N+](=O)[O-])cn1	101	98	104	99	9	-2	-17	22	1	106	103
Cc1ccccc1S(=O)(=O)Nc1nc2ccccc2nc1N1CCOCC1	101	98	102	101	37	0	4	/	3	99	100
C=C(C)C1CC=C(C)/C(=N/NC(=O)CNc2ccc(OCC)cc2)C1 (configuration not stated)	103	99	100	104	37	1	-56	/	11	103	102
COC(=O)c1ccc(NC(=S)NC2CCCCC2C)cc1 (configuration not stated)	101	98	104	103	4	-4	-12	-38	15	106	100
O=C(Nc1cccnc1)c1ccc2c(c1)OCO2	105	101	98	107	11	-5	-13	16	6	105	104
O=C(OCc1nc2scc(-c3ccccc3)c2c(=O)[nH]1)c1cc([N+](=O)[O-])ccc1Cl	97	98	94	99	14	-3	-14	4	21	100	94
COc1ccc(NC(=O)CSc2ccccn2)cc1	103	99	99	101	3	-43	-11	/	1	105	100
COc1ccc2c(c1)CCc1c(C(=O)N3CCc4ccccc4C3)noc1-2	90	83	91	92	11	-7	-1	/	/	88	85
Cc1nnc(SCC(=O)n2c3c(c4ccccc42)CCCC3)s1	104	100	104	103	8	4	-39	15	-2	102	104
c1ccc(-c2ccc(C3=Nn4c(Cn5nnc6ccccc65)nnc4SC3)cc2)cc1	100	100	99	99	13	-3	10	/	-9	97	99
CCCNC(=O)c1cc(-c2ccc(Br)cc2)on1	102	100	100	101	6	-2	-16	/	-8	105	100
COc1ccc(NC(=O)c2sccc2C)c([N+](=O)[O-])c1	100	102	97	102	16	3	-22	/	-5	105	102

Compound activity from PubChem BioAssay.

This is a random part of the collection; about 2.7% have a hit in one of these screens.
